Assay outcomes deposited in PubChem BioAssay by several laboratories.
TRPC4 agonist: activators of mouse TRPC4 channel, primary screen, Fluo4 calcium, HEK293 TRPC4beta/mu-opioid cells | Short transient receptor potential channel 4 (Mus musculus), Q9QUQ5 | Fluo4 calcium fluorescence; hits give high values | B-score at 10 µM | 0.49% of 310,000 active | AID 2237, 2010;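 active = B-score above 5 SD of library B-scores, and initial fluorescence ratio not above library mean plus 5 SD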;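 note: positive B-score marks a calcium rise read as TRPC4 activation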
Target sequence (Q9QUQ5 whole entry, looked up): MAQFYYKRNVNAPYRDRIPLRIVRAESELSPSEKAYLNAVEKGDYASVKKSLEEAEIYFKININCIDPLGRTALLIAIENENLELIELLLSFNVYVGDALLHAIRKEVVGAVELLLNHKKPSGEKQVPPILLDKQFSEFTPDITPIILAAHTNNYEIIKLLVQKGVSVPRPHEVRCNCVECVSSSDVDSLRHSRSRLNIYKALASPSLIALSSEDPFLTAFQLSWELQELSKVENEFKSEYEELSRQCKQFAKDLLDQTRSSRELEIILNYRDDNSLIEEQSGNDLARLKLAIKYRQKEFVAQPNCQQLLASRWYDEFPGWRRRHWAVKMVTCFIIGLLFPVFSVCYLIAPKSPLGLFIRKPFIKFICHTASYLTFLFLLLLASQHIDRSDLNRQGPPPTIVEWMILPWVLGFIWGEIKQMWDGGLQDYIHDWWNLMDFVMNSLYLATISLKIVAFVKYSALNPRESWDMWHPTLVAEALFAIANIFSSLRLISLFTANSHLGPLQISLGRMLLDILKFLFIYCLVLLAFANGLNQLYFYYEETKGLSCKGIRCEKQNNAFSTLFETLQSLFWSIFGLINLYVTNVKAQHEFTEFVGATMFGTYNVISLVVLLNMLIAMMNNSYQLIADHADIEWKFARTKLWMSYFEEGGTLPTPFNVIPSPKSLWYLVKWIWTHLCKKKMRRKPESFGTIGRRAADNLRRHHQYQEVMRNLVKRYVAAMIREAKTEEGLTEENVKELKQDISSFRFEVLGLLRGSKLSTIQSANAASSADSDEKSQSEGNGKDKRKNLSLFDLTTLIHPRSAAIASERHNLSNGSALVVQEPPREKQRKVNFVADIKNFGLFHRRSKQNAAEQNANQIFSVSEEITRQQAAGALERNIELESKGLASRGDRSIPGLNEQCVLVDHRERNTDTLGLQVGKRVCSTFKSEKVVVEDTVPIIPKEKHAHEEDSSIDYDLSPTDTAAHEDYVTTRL
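Assay system: HEK293 stable line with TRPC4beta plus mu-opioid receptor; schedule: 45 min room-temperature Fluo4 loading, 110 s read; technique: kinetic Fluo4 calcium fluorescence; evaluation: integrated baseline-normalised fluorescence ratio, converted to per-well B score; controls: buffer (low) and maximal DAMGO (high)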
MrgX1 antag: antagonists of human MrgX1 receptor, primary screen, HEK293 cells, Fluo-4 calcium flux | BAM8-22 antagonism; hits give low values | AID 588676, 2011 | 1.3% of 310,000 active | B-score at 10 µM | Mas-related G-protein coupled receptor member X1 (Homo sapiens), Q96LB2;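 active = calcium-response B-score plate-corrected more than 3 library SD below zero, starting fluorescence within 5 deviations, no agonist response on first addition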;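 note: peak minus trough fluorescence over baseline after final BAM8-22 challenge near maximal dose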
MrgX1 allo act: positive allosteric modulators of MrgX1, primary screen, HEK293 cells, Fluo-4 calcium flux; FDSS; hits give high values; 0.63% of 310,000 active; B-score at 10 µM; Mas-related G-protein coupled receptor member X1 (Homo sapiens), Q96LB2;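 active = plate-corrected calcium response at least 3 library SD above typical, normal starting fluorescence, not activating the receptor alone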;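 note: compound read alongside a low EC10 to EC30 dose of BAM8-22 agonist; peak minus trough fluorescence over baseline measured at the second addition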
AI-2 QS modul: Vibrio harveyi AI-2 quorum sensing modulators, primary screen, JMH597 strain, luminescence/OD600 ratio. Vibrio harveyi JMH597 AI-2 luminescence/OD600 ratio, 9 h; hits give low values; strain lacks LuxN and CqsS sensors; 0 = neutral-control median. activity change, % at 7.5 µM. 0.4% of 300,000 active. AID 2094, 2009; in the data active = activity change below about -75%, passing the limit was not always enough;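 note: luminescence divided by OD600 gain over 9 h not by final OD600 alone; inactives centre near 13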
PolyA inh: polyadenylation inhibitors in yeast reporter cells, primary screen, luminescence, S. cerevisiae. S. cerevisiae SKY197-pL101 polyadenylation reporter, beta-gal luminescence; efflux-impaired pdr1/pdr3 knockout yeast; score 100 = 6 SD above DMSO. calls only at 12 µM. 0.02% of 300,000 active;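 active = lowest replicate activity score at least 50, where 100 means six control SD above control mean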;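 note: yeast exposed to compound for 9 h at 30 °C; higher score means more reporter readthrough which indicates perturbed polyadenylation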
TRPC6 inhibitor: mouse TRPC6 channel inhibitors, primary screen, cell-based, HEK293, membrane potential dye | B-score at 10 µM | ACh-evoked depolarization; hits give low values | 1.1% of 310,000 active;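 active = B-score under library mean minus 3 SD, initial fluorescence not abnormally high, positive integrated signal ratio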;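 note: B-score derived from integrated fluorescence ratio over the kinetic read; more negative B-score means stronger inhibition of depolarization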
HIF act: HIF pathway transcriptional activators, primary screen, cell-based, U2OS HRE-luciferase, luminescence; U2OS HRE-luciferase reporter; normalized: DMSO 0%, desferrioxamine 100%; activation, % at 7.5 µM (by protocol); 0.32% of 300,000 active;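 active = mean activation of at least 10% of the iron chelator positive control signal, with at least half of replicates also reaching 10%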
TRPC4 inh: inhibitors of mouse TRPC4 channel, primary screen, Fluo4 calcium, HEK293 TRPC4beta/mu-opioid cells | 0.39% of 300,000 active | B-score at 10 µM | Short transient receptor potential channel 4 (Mus musculus), Q9QUQ5 | DAMGO-evoked Fluo4 calcium flux; hits give low values;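 active = B-score over 3 SD under the library average, no early fluorescence shift, positive overall ratio signal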
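Test system – stable TRPC4beta/mu-opioid receptor HEK293 cells · Probe or stimulus – DAMGO, a submaximal dose followed by a maximal one · Dosing – one concentration per compound · Signal – Fluo4 calcium fluorescence by kinetic imaging, 5 s 1 Hz baseline · Evaluation – per-well B score of integrated baseline-normalized Fluo4 ratio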
MrgX1 agonist: agonists of human MrgX1 receptor, primary screen, HEK293 cells, Fluo-4 calcium flux; B-score at 10 µM; 0.44% of 310,000 active; Fluo-4 calcium fluorescence, agonist mode; hits give high values; Mas-related G-protein coupled receptor member X1 (Homo sapiens), Q96LB2;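 active = calcium response B-score plate-corrected fluorescence ratio at least 3 library SD, with starting fluorescence B-score inside 5 SD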
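Assay system: MrgX1-expressing HEK293 cells / Amount: fifteen thousand cells per well / Doses: test compound in the initial addition of three / Timing: cells plated overnight, dye loaded 0.5 h 37 °C, 0.5 h room temperature / Technique: kinetic calcium dye fluorescence, Fluo-4 NW / Control set: positive and negative controls per plate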
TRPC6 activator: mouse TRPC6 channel activators, primary screen, cell-based, HEK293, membrane potential dye. 0.13% of 310,000 active. B-score at 10 µM. HEK293-TRPC6 membrane potential dye fluorescence; hits give high values. Short transient receptor potential channel 6 (Mus musculus), Q61143;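 active = B-score of the integrated fluorescence ratio above library mean plus 3 SD, and starting fluorescence ratio within library mean plus 5 SD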;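 note: higher score means more depolarization so channel activation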
TRPC4 potent: positive allosteric modulators of TRPC4, primary screen, cell-based, mouse TRPC4beta, HEK293 mu-opioid, Fluo-4 calcium; 0.42% of 310,000 active; B-score at 10 µM; DAMGO EC20, Fluo-4 Ca2+ flux; hits give high values; AID 2227, 2009;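 active = B-score of calcium response area above 5 SD of library B-scores, with initial fluorescence ratio within 5 SD of library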;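 note: B-score of integrated fluorescence ratio over time as area under calcium response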
The depositor's hits bear a star; i = inactive; x = no result given. This is a subset; rates above refer to the full screens.

SMILES	TRPC4 agonist	MrgX1 antag	MrgX1 allo act	AI-2 QS modul	PolyA inh	TRPC6 inhibitor	HIF act	TRPC4 inh	MrgX1 agonist	TRPC6 activator	TRPC4 potent
O=C(c1ccccc1)N1CN2CN(C(=O)c3ccccc3)CC([N+](=O)[O-])(C2)C1	i	i	i	23.5	i	i	-2.7	i	i	i	i
Cc1cccc(CNC(=O)c2cc(S(=O)(=O)N3CCOCC3)cn2C)c1	i	i	i	28.2	i	i	-0.1	i	i	i	i
Cc1ccc(CNC(=O)COC(=O)C2CCN(S(=O)(=O)c3cccs3)CC2)cc1	i	i	i	6.4	i	i	0.1	i	i	i	i
O=C(COC(=O)/C=C/c1ccc(OC(F)F)cc1)NCc1cccs1	i	i	i	19.1	i	i	0.4	i	i	i	i
COc1ccc(C(C(=O)NC2CCCCC2)N(C(=O)CCl)c2ccc(C)cc2)cc1 (configuration not stated)	i	i	i	2.6	i	i	0.0	i	i	i	i
COc1cccc(C(=O)NCCS(=O)(=O)N2CCCC2)c1	i	i	i	12.7	i	i	-0.1	i	i	i	i
CCN(CC)S(=O)(=O)c1cc(C(=O)O)c(Cl)cc1Cl	i	i	i	1.6	i	i	-0.3	i	i	i	i
O=C(NCCCO)NC12CC3CC(CC(C3)C1)C2	i	i	i	23.9	i	i	0.1	i	i	i	i
CS(=O)(=O)c1ccccc1C(=O)Nc1cc2c(cc1C(=O)O)OCCCO2	i	i	i	-2.6	i	i	-0.4	i	i	i	i
Cc1ccc(CN2CCC(n3nccc3NC(=O)CCCc3ccccc3)CC2)o1	i	i	i	24.2	i	i	-2.5	i	i	i	i
O=C(NC1CCCCC1)C(c1ccc(F)cc1)N(C(=O)c1csnn1)C1CCCC1 (configuration not stated)	i	i	i	12.8	i	i	0.3	i	i	i	i
CCn1cc(C(=O)NCCC(=O)OC)c(=O)c2cc3c(cc21)OCO3	i	i	i	19.4	i	i	1.3	i	i	i	i
CCOC(=O)c1c(NC(=O)c2ccc(Br)o2)sc(C)c1CC	i	i	i	9.4	i	i	0.0	i	i	i	i
Cc1ccccc1CC(=O)NCc1cccnc1	i	i	i	12.1	i	i	-0.5	i	i	i	i
CCC(C(=O)NCC1CCCO1)N(Cc1ccc(F)cc1)C(=O)CNS(=O)(=O)c1ccccc1 (configuration not stated)	i	i	i	20.6	i	i	-0.9	i	i	i	i
CCCCn1c(N)c(N(CCOC)C(=O)C2CCN(C(=O)c3ccc(F)cc3)CC2)c(=O)[nH]c1=O	i	i	i	27.2	i	i	0.0	i	i	i	i
Nc1c(S(=O)(=O)c2cc(Cl)ccc2Cl)c2nc3ccccc3nc2n1CCN1CCOCC1	i	i	i	28.4	i	i	-0.6	i	i	i	i
CCOC(=O)C1=C(COC(=O)C2(C)CC2(Cl)Cl)NC(=O)NC1c1ccc(OC)cc1 (configuration not stated)	i	i	i	-1.9	i	i	-0.4	i	i	i	i
CN1CCN(c2nc3c(c(=O)[nH]c(=O)n3C)n2CCSc2nc3ccccc3s2)CC1	i	i	i	18.3	i	i	-0.2	i	i	i	i
CCOc1ccc(NC(=O)COc2nsnc2N2CCCCC2)cc1	i	i	i	24.7	i	i	0.5	i	i	i	i
Cn1c(=O)[nH]c(NC2CCCCC2)c(N=O)c1=O	i	i	i	28.4	i	i	0.0	i	i	i	i
CC(C)[C@H](NC(=O)Nc1ccc(Oc2ccccc2)cc1)C(=O)O	i	i	i	13.4	i	i	-0.2	i	i	i	i
Cc1ccc(NC(=S)N(Cc2ccc(Cl)cc2)Cc2ccc(C(=O)O)cc2)cc1Cl	i	i	i	7.8	i	i	-24.7	i	i	i	i
CC1CCc2sc3ncnc(N4CCN(CCO)CC4)c3c2C1 (configuration not stated)	i	i	i	14.6	i	i	-0.2	i	i	i	i
COC(C/C=C/C(=O)[C@H](C)OCc1ccccc1)OC	i	i	i	4.7	i	i	2.8	i	i	i	i
NC(=O)CSc1nc2ccccc2c(=O)n1CCc1ccccc1	i	i	i	22.9	i	i	-0.3	i	i	i	i
Cc1ccc(N(CC(=O)Nc2ccc(C)cn2)S(=O)(=O)c2c(C)nn(C)c2C)cc1	i	i	i	9.8	i	i	0.2	i	i	i	i
Cc1ccccc1N1C(=O)CC(N(O)c2ccccc2)C1=O (configuration not stated)	i	i	i	-2.1	i	i	0.3	i	i	i	i
Cc1ccc(NC(=S)N(Cc2cccc(Br)c2)CC2CCC(C(=O)O)CC2)cc1 (configuration not stated)	i	i	i	22.6	i	i	0.8	i	i	i	i
FC(F)(F)c1cccc(Oc2nc(-c3ccccc3)nnc2C(F)(F)F)c1	i	i	i	12.2	i	i	0.0	i	i	i	i
COc1ccc(-n2cc(-c3ccccc3)c3c(N4CCN(CCO)CC4)ncnc32)cc1	i	i	i	7.5	i	i	0.5	i	i	i	i
COc1ccc(OCC(=O)N2CCN(C(=O)COc3ccccc3)CC2)cc1	i	i	i	9.9	i	i	-0.6	i	i	i	i
CC(=O)NCC(=O)N1CCCC(C(=O)c2ccc(Oc3ccccc3)cc2)C1 (configuration not stated)	i	i	i	49.1	i	i	0.2	i	i	i	i
CCC1(C(=O)OC)CCc2c(cc(OC)c3ccccc23)C1=O (configuration not stated)	i	i	i	8.8	i	i	0.0	i	i	i	i
CN(CCc1ccccc1)C1CCCN(S(=O)(=O)CC(F)(F)F)C1 (configuration not stated)	i	i	i	3.0	i	i	0.4	i	i	i	i
CN(C)CCCNc1ccc(-c2nn(C)c(=O)c3ccccc23)cc1[N+](=O)[O-]	i	i	i	5.6	i	-7.92*	0.1	i	i	i	i
CC(C)Oc1ccc(C(=O)OCC(=O)NCCNC(=O)COC(=O)c2ccc(OC(C)C)cc2)cc1	i	i	i	32.2	i	i	0.1	i	i	i	i
C[C@@H]1CN(c2c(F)c(F)c3c(=O)c(C(=O)O)cn(C4CC4)c3c2F)C[C@H](C)N1	i	x	x	27.2	i	i	0.8	i	x	i	i
CCCCCc1cc(=O)oc2c(C(CCN(CC)CC)c3ccc(OC)cc3)c(OC)cc(OC)c12 (configuration not stated)	i	i	i	18.6	i	i	-7.2	i	i	i	i
CCCNC(=S)Nc1ccc(Br)cc1	i	i	i	17.9	i	i	0.4	i	i	i	i
CCCC[C@@H](CNC)NC[C@H](NCCCCC1CCCCC1)C(C)C	i	i	i	5.5	x	i	-0.4	i	i	i	i
Cc1ccc(C(=O)N/C(=C/c2ccco2)C(=O)O)cc1	i	i	i	18.3	i	i	-0.1	i	i	i	i
Cn1c(=O)n(C)c2cc(/C=C3/SC(=O)N(CC(=O)N4CCOCC4)C3=O)ccc21	i	i	i	5.3	i	i	0.4	i	i	i	i
O=C(CCc1nnc(C2CCCCC2)o1)N1CCN(Cc2ccccc2)CC1	i	i	i	18.1	i	i	-0.8	i	i	i	i
CC(C)C(=O)Nc1ccc(N2CCN(c3ccc(F)cc3)CC2)cc1	i	i	i	35.2	i	i	-0.1	i	i	i	i
COc1ccccc1Nc1nc(N)nc(CSc2nc(C)cc(C)n2)n1	i	i	i	13.3	i	i	-0.4	i	i	i	i
COc1ccc(CN(C)CC(=O)Nc2ccc(N3CCOCC3)cc2)cc1OC	i	i	i	4.7	i	i	-0.7	i	i	i	i
CCOc1ccc(NC(=S)N(CCc2c(C)[nH]c3ccccc23)Cc2cccnc2)cc1	i	i	i	4.6	i	i	0.4	i	i	i	i
Oc1ccc2oc3c(c2c1/C=N/n1cnnc1)CCCC3	i	i	i	28.5	i	i	0.0	i	i	i	i
CC1(C)CC(=O)C2=C(C1)N(c1cccc(O)c1)C1=C(C2)C(=O)CC(C)(C)C1	i	i	i	36.9	i	i	-35.6	i	i	i	i
CCCCn1c(N)c(N(CC(C)C)C(=O)c2cc3c(s2)CCCCC3)c(=O)[nH]c1=O	i	i	i	15.2	i	i	0.7	i	i	i	i
O=C(NC1CC(=O)N(c2ccccc2)C1)N1CCN(C(=O)c2ccco2)CC1 (configuration not stated)	i	i	i	-2.0	i	i	-1.6	i	i	i	i
CCOC(=O)c1c(NC(=O)Cn2c(=O)oc3ccccc32)oc(C)c1C(C)=O	i	i	i	22.3	i	i	-0.5	i	i	i	i
O=C(CCC(=O)OCc1cccc([N+](=O)[O-])c1)Nc1ccc(F)cc1	i	i	i	14.9	i	i	-0.2	i	i	i	i
CCOC(=O)c1[nH]c2ccc(OC)cc2c1NC(=O)c1ccc2c(c1)OCO2	i	i	i	15.1	i	i	0.2	i	i	i	i
O=C(CN1C(=O)NC2(CCCCC2)C1=O)Nc1ccc(S(=O)(=O)N2CCOCC2)cc1	i	i	i	x	i	i	0.1	i	i	i	i
COc1ccc(C(F)(F)F)cc1N/C=C/c1nnnn1-c1ccc2ccccc2c1	i	i	i	12.0	i	i	-0.5	i	i	i	i
c1cncc(-c2nc3ccccc3o2)c1	i	i	i	14.5	i	i	1.0	i	i	i	i
CCOc1ccc(N2CC(C(=O)NCc3ccccn3)CC2=O)cc1 (configuration not stated)	i	i	i	14.7	i	i	0.1	i	i	i	i
COc1ccc(NC(=O)c2sc(SCc3ccccc3)nc2N)cc1	i	i	i	4.2	i	i	0.9	i	i	i	i
